# Mcl1-Bid inh – Mcl-1/Bid binding inhibitors, primary screen, biochemical, TR-FRET, 1536-well. Induced myeloid leukemia cell differentiation protein Mcl-1 (Homo sapiens), Q07820. TR-FRET Mcl-1/Bid-Dy647 peptide binding. inhibition, % at 21.7 µM. 220,000 tested, 0.97% active;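 active = compounds that cut the binding signal by more than half at the single screening dose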;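 also: His-tagged Mcl-1 with europium anti-His antibody binding Bid BH3 peptide; 0% = Mcl-1 plus peptide wells and 100% = peptide-only wells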
# Pf gamet viab – late stage P. falciparum gametocyte viability inhibitors, primary screen, ATP luminescence, HTS | P. falciparum stage V gametocytes, 24 h | 150,000 tested, 0.065% active | inhibition, % at 10.9 µM;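 active = inhibition above the mean plus 3 SD of compounds within the control limits, set per campaign, cut at about 38% in these data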;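 also: 0% = DMSO wells and 100% = medium only without gametocytes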
# Mcl1-Noxa inh – Mcl-1/Noxa binding inhibitors, primary screen, biochemical, TR-FRET, 1536-well; Induced myeloid leukemia cell differentiation protein Mcl-1 (Homo sapiens), Q07820; TR-FRET Mcl-1/Noxa peptide binding, 2 h; inhibition, % at 21.7 µM; 220,000 tested, 1.5% active; AID 1022, 2008;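 active = compounds that cut the protein-peptide binding signal by more than 50% relative to plate controls in a single-dose test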;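 also: His-tagged Mcl-1 with rhodamine Noxa BH3 peptide and terbium anti-His antibody; 0% = Mcl-1 plus Noxa peptide wells and 100% = peptide-only wells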
# ABCG2 inh – ABCG2 efflux pump inhibitors, primary screen, multiplex with ABCB1, IgMXP3 cells, flow cytometry. JC-1 efflux. AID 1325, 2008. Broad substrate specificity ATP-binding cassette transporter ABCG2 (Homo sapiens), Q9UNQ0. 190,000 tested, 0.1% active. inhibition, % at 6.6 µM;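 active = inhibition above 80%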;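 also: 0% = DMSO and 100% = nicardipine control wells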
#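 Incubation: cells with compound and JC-1, 10 min at 25 °C, rotating, no wash / Test system: IgMXP3 (ABCG2) plus far-red-tagged CCRF-Adr (ABCB1) cells / Compound dosing: one concentration, 6.6 µM final / Also added: JC-1 fluorescent substrate / Evaluation: efflux inhibition in percent versus controls / Detection: flow cytometry, 530 nm JC-1 signal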
# ABCB1 inh – ABCB1 efflux pump inhibitors, primary screen, cell-based, multiplex, flow cytometry, ABCG2 counter-screen; ATP-dependent translocase ABCB1 (Homo sapiens), P08183; inhibition, % at 6.6 µM; CCRF-Adr cells, JC-1 efflux; 190,000 tested, 0.067% active; in the data active = inhibition above about 40%;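 also: 0% = vehicle and 100% = reference inhibitor; higher value means more JC-1 retained so stronger ABCB1 efflux block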
# Target sequence (P08183 whole entry, looked up): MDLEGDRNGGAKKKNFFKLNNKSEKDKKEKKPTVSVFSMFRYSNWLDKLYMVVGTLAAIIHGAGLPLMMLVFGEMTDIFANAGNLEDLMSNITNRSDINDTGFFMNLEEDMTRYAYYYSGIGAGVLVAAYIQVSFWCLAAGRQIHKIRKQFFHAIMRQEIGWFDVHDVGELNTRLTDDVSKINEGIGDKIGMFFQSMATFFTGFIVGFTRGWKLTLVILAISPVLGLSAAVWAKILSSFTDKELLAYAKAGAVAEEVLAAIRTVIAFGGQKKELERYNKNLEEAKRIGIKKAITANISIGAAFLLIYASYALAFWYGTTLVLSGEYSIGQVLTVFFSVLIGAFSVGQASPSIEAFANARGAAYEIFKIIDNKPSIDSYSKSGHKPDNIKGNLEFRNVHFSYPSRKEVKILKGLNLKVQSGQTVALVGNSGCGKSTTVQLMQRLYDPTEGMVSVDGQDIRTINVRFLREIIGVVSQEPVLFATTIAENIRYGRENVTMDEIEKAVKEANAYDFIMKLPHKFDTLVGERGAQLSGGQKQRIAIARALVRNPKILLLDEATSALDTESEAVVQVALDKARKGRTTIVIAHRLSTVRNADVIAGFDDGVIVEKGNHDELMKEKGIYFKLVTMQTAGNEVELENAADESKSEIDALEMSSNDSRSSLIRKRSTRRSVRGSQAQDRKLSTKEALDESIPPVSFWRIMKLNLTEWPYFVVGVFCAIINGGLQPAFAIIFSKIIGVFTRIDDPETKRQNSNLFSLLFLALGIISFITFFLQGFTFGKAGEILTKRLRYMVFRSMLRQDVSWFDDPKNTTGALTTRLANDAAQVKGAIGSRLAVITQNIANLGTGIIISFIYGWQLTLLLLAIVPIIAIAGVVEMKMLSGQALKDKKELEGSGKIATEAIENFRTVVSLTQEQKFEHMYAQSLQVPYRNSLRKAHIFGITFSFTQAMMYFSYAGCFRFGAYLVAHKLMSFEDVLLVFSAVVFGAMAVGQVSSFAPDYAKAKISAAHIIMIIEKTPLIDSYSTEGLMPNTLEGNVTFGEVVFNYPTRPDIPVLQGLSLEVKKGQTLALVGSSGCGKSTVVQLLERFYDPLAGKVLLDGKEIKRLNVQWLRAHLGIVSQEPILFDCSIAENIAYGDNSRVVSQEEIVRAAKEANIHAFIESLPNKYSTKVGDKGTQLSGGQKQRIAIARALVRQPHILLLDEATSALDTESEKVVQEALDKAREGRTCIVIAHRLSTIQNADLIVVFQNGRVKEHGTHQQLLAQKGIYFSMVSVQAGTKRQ
# GSH fluor – compound fluorescence on glutathione beads, profiling panel, artefact control, biophysical, 488/530 nm, flow cytometry. AID 1776, 2009. fluorescence (KMESF) at 10 µM. 190,000 tested, 0.25% active. GSH beads flow cytometry, compound fluorescence 488/530 nm; stronger effect = higher value; in the data active = fluorescence above about 89;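 also: glutathione beads carrying GST-tagged Bcl family fusion proteins plus one bare bead set; values are compound well signal with DMSO vehicle wells as background; inactives centre near 16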
# RGS8-Gao reg – RGS8-Galphao binding modulators, primary screen, biochemical, multiplexed bead flow cytometry; response (percent of control binding), % at 10 µM; Guanine nucleotide-binding protein G(o) subunit alpha (Homo sapiens), P09471; 220,000 tested, 0.34% active; actives lie on both sides; in the data active = response below about 60% or above about 140%; inactive = in between;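 also: Galphao activated as the GDP aluminium fluoride complex binding bead-coupled RGS8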
# RGS7-Gao – RGS7-Galphao binding modulators, primary screen, biochemical, multiplexed bead flow cytometry; 220,000 tested, 0.35% active; binding response (% of control), % at 10 µM; Guanine nucleotide-binding protein G(o) subunit alpha (Homo sapiens), P09471; actives lie on both sides; in the data active = binding response below about 49% or above about 150%; inconclusive = no clear call, values can overlap the other calls; inactive = in between;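 also: fluorescent Galphao held in activated GDP-AlF4 state binding bead-coupled RGS7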
# Avidin bead fluor – green autofluorescence of compounds with avidin beads – biophysical, 488/530 nm, flow cytometry, artefact control, profiling panel; compound fluorescence 488/530 nm; stronger effect = higher value; 220,000 tested, 0.38% active; fluorescence (KMESF) at 10 µM; in the data active = fluorescence above about 47; also: inactives centre near 10
# RGS4-Gao reg – modulators of RGS4 binding to Galphao, primary screen, biochemical, multiplexed bead flow cytometry | binding response (% of control), % at 10 µM | actives lie on both sides | AID 1415, 2008 | Guanine nucleotide-binding protein G(o) subunit alpha (Homo sapiens), P09471 | 220,000 tested, 0.33% active; in the data active = binding response below about 49% or above about 150%; inactive = in between;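 also: fluorescent Galphao activated with aluminum fluoride binding bead-coupled RGS4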
# Bim-Mcl-1 – inhibitors of Bim peptide binding to Mcl-1, primary screen, biochemical, bead-based flow cytometry, multiplex | AID 1009, 2008 | 190,000 tested, 0.1% active | Bim peptide-Mcl-1 binding | Induced myeloid leukemia cell differentiation protein Mcl-1 (Homo sapiens), Q07820 | inhibition, % at 10 µM; in the data active = inhibition above about 40%;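 also: 0% = no compound tracer wells and 100% = peptide blocker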
# The depositor's hits bear a star; u = inconclusive; x = no result given.
Molecule	Mcl1-Bid inh	Pf gamet viab	Mcl1-Noxa inh	ABCG2 inh	ABCB1 inh	GSH fluor	RGS8-Gao reg	RGS7-Gao	Avidin bead fluor	RGS4-Gao reg	Bim-Mcl-1
COc1ccccc1NC(=O)Cn1nc(-c2ccc(Cl)cc2)c2ccccc2c1=O	-4	0	4	2	0.6	21	101	100	14	99	0
CCOC(=O)C(=NC(C)CC)NNc1ccc(Br)cc1 (stereo not given)	-12	16	24	4	1.1	20	100	99	5	99	-6
Cc1cc(C)nc(N2CCCC(C(=O)NC(C)CCc3ccco3)C2)n1 (stereo not given)	-23	14	1	3	0.6	14	112	106	35	106	-2
Cc1ccc(C2C(C#N)=C(N)SC(N)=C2C#N)o1	11	x	84*	-1	-0.3	16	86	102	4	93	2
COc1ccc(CNC(=O)c2coc(=O)c3ccccc23)cc1	-42	-13	2	7	0.8	9	105	102	7	99	1
NC(=O)N/N=C/c1ccccc1OC(=O)c1ccccc1Br	-15	x	11	18	0.6	17	104	u	10	106	-2
COC(=O)NC(=C(Cl)Cl)S(=O)(=O)c1ccccc1	6	10	11	1	0.6	11	98	99	9	99	2
O=C(CCCNC(=O)c1ccc(Cl)cc1)Nc1ccc(S(=O)(=O)Nc2ncccn2)cc1	-25	4	-1	x	x	x	103	u	6	104	x

# Next section:
Molecule	Mcl1-Bid inh	Pf gamet viab	Mcl1-Noxa inh	ABCG2 inh	ABCB1 inh	GSH fluor	RGS8-Gao reg	RGS7-Gao	Avidin bead fluor	RGS4-Gao reg	Bim-Mcl-1
COC(=O)c1scc(C)c1S(=O)(=O)Nc1ccc(C)cc1	-9	-8	-15	x	x	x	90	u	5	81	x
C/C(=N\NC(=O)COc1ccc(C)cc1Br)c1cc([N+](=O)[O-])cs1	-27	x	-33	3	0.3	22	105	106	12	105	0
O=C(CN1CCSCC1)N/N=C/c1ccc(F)cc1F	-4	x	19	3	0.9	8	98	105	11	102	-4
Cc1cccc(Cn2ccc(NC(=O)c3ccc4c(c3)OCO4)n2)c1	-18	7	13	28	-2.4	13	101	100	11	101	-3
O=C(CCCC(=O)N(CC(=O)NC1CCCC1)C1CCCC1)Nc1ccccn1	25	x	9	5	0.7	24	102	99	12	102	0
C/C(=N\NC(=S)NCc1ccccc1)c1cccs1	-93	15	-69	7	0.8	15	99	u	8	99	-2
CC1Cc2nc(SCC(=O)N3CCN(c4ccccc4)CC3)n(C)c(=O)c2S1 (stereo not given)	-28	x	6	5	1.1	25	99	101	8	99	0
O=C(O)c1[nH]c2ccccc2c1CC(=O)N1CCOCC1	-6	x	16	0	0.1	11	102	97	10	102	-1

# Later entries
Molecule	Mcl1-Bid inh	Pf gamet viab	Mcl1-Noxa inh	ABCG2 inh	ABCB1 inh	GSH fluor	RGS8-Gao reg	RGS7-Gao	Avidin bead fluor	RGS4-Gao reg	Bim-Mcl-1
Cc1cccc(NC(=O)c2ccc(NCC3CCCO3)c([N+](=O)[O-])c2)c1 (stereo not given)	-11	0	2	3	0.7	22	103	99	12	101	-1
COCCCNCCCCOc1ccc(C)cc1[N+](=O)[O-]	25	3	16	19	0.5	4	102	103	13	102	-3
COc1ccccc1NC(=O)CSCC(=O)N1c2ccccc2CCc2ccccc21	-19	6	-3	2	2.2	16	104	102	3	101	-25
CCN(CC)S(=O)(=O)c1cccc(C(=O)OCC(=O)c2ccc3c(c2)NC(=O)CO3)c1	-23	x	-6	7	1.0	57	104	105	11	105	0
CCn1c(SCC(=O)NC2CCCc3ccccc32)nnc1-c1cccs1 (stereo not given)	-10	25	-8	1	0.6	13	101	102	38	101	-4
Cc1[nH]c2ccccc2c1C(=O)COC(=O)C1CCC(=O)N1 (stereo not given)	-56	0	10	0	-0.1	58	104	112	9	110	-1
O=C(Nc1cc(Cl)cc(Cl)c1)c1coc(=O)c(Br)c1	9	-1	11	x	x	x	98	u	7	92	x
C=C(C)C1CC=C(C)/C(=N\NC(=O)CNc2ccccc2OC)C1 (stereo not given)	-15	-3	6	8	0.3	10	124	116	8	114	0

# Whole records as entered above. Screens in order: Mcl1-Bid inh	Pf gamet viab	Mcl1-Noxa inh	ABCG2 inh	ABCB1 inh	GSH fluor	RGS8-Gao reg	RGS7-Gao	Avidin bead fluor	RGS4-Gao reg	Bim-Mcl-1
# Results for `COc1ccccc1NC(=O)Cn1nc(-c2ccc(Cl)cc2)c2ccccc2c1=O` → -4	0	4	2	0.6	21	101	100	14	99	0
# Results for `O=C(Nc1cc(Cl)cc(Cl)c1)c1coc(=O)c(Br)c1` → 9	-1	11	x	x	x	98	u	7	92	x
# Results for `COCCCNCCCCOc1ccc(C)cc1[N+](=O)[O-]` → 25	3	16	19	0.5	4	102	103	13	102	-3
# Results for `Cc1cc(C)nc(N2CCCC(C(=O)NC(C)CCc3ccco3)C2)n1` (stereo not given) → -23	14	1	3	0.6	14	112	106	35	106	-2
# Results for `C/C(=N\NC(=S)NCc1ccccc1)c1cccs1` → -93	15	-69	7	0.8	15	99	u	8	99	-2

# Next section:
Molecule	Mcl1-Bid inh	Pf gamet viab	Mcl1-Noxa inh	ABCG2 inh	ABCB1 inh	GSH fluor	RGS8-Gao reg	RGS7-Gao	Avidin bead fluor	RGS4-Gao reg	Bim-Mcl-1
CCn1c(C)nc2cc(C(=O)NNC(=O)Nc3ccc(Cl)cc3)ccc21	1	9	0	-2	0.4	16	104	108	12	107	0
CCCCc1c(O)nc(SCC(=O)c2ccccc2)n(-c2ccccc2OC)c1=O	-33	19	37	x	x	x	100	u	3	104	x
CC(NC(=O)C1CCCCC1)C(c1cccs1)N1CCN(C)CC1 (stereo not given)	-23	x	9	x	x	x	100	u	9	102	x
C/C(=N\N1CCN(Cc2ccccc2)CC1)c1ccco1	-9	-6	-5	0	0.5	8	98	91	9	95	-2
Nc1nnc(CSCc2ccc(F)cc2)s1	2	12	20	0	0.2	30	103	98	5	99	-6
Cc1ccc(CC2S/C(=N/c3ccccn3)NC2=O)cc1 (stereo not given)	-3	x	-8	2	0.6	22	98	95	14	98	-1
CC1CCN(C(=O)COC(=O)CCc2c[nH]c3ccccc23)CC1	-18	2	9	2	0.3	11	104	u	12	107	1
O=C1c2ccccc2C(=O)N1CC1=NCCc2ccccc21	-8	-2	3	6	1.3	21	97	99	10	98	-1

# Other compounds follow.
Molecule	Mcl1-Bid inh	Pf gamet viab	Mcl1-Noxa inh	ABCG2 inh	ABCB1 inh	GSH fluor	RGS8-Gao reg	RGS7-Gao	Avidin bead fluor	RGS4-Gao reg	Bim-Mcl-1
CC1CCN(c2cc(N)c(Cl)cc2[N+](=O)[O-])CC1	-12	x	18	76	-0.7	32	100	101	13	101	-5
COc1ccc(-c2cc(=Nc3c(C)n(C)n(-c4ccccc4)c3=O)c3ccccc3o2)cc1	-23	4	7	12	2.1	13	102	u	9	102	0
COc1cc(OC)c(OC)cc1/C=N/n1c(-c2n[nH]c3c2CCC3)n[nH]c1=S	-44	-42	20	x	x	x	98	u	6	96	x
O=C(NCc1cccnc1)c1ccc(COc2ccc(Cl)cc2Cl)o1	1	-5	16	23	0.4	19	99	99	10	101	-2
COc1cccc(OC)c1C(=O)NC(C)C12CC3CC(CC(C3)C1)C2 (stereo not given)	-16	x	21	3	0.4	11	90	100	6	102	2
Cc1cccc(-n2c(C)cc(C=C(C#N)C#N)c2C)c1	-6	-8	2	3	1.2	9	100	96	12	102	-2
CC(NC(=O)Cc1ccc(F)cc1)C(c1cccs1)N1CCN(C)CC1 (stereo not given)	-1	-14	-5	0	0.2	35	102	101	7	102	-3
Cn1cc(CCNCc2cn[nH]c2-c2ccc(-c3ccccc3)cc2)cn1	-38	-4	20	x	x	x	104	u	29	118	x

# (continued)
Molecule	Mcl1-Bid inh	Pf gamet viab	Mcl1-Noxa inh	ABCG2 inh	ABCB1 inh	GSH fluor	RGS8-Gao reg	RGS7-Gao	Avidin bead fluor	RGS4-Gao reg	Bim-Mcl-1
C=C1C(C(=O)Nc2ccc(F)cc2)C1C(=O)Nc1ccc(F)cc1 (stereo not given)	-70	-8	17	4	0.7	63	101	101	12	106	0
Cc1noc(C)c1C(=O)N1CCCc2ccccc21	-20	11	3	4	1.1	13	101	101	10	102	0
CCOC(=O)c1ccc(N2C(=O)C=CC2=O)cc1	-13	x	19	-5	-3.7	35	90	93	5	91	-11
O=C(c1ccc(Cl)cc1)c1oc2ccccc2c1CS(=O)c1ccccc1 (stereo not given)	10	x	9	59	6.9	31	95	99	9	101	4
COc1ccc(CCNC(=O)C(CC(C)C)NC(N)=O)cc1 (stereo not given)	-10	14	-12	1	0.4	20	103	96	24	100	0
COc1ccc2[nH]c(=O)c(C(c3nnnn3C(C)(C)C)N(Cc3ccco3)CC3CCCO3)cc2c1 (stereo not given)	-11	7	-6	-1	-1.0	25	102	99	15	103	-1
CC(=O)Nc1ccc(S(=O)(=O)NC2(C(F)(F)F)C(=O)Nc3c2c(=O)[nH]c(=O)n3C)cc1 (stereo not given)	-77	x	-34	3	0.8	17	97	103	37	101	-2
Cc1cc2oc(=O)cc(Cn3ccnc3)c2cc1C	-11	2	12	1	0.1	273*	98	96	8	103	-4

# The list continues.
Molecule	Mcl1-Bid inh	Pf gamet viab	Mcl1-Noxa inh	ABCG2 inh	ABCB1 inh	GSH fluor	RGS8-Gao reg	RGS7-Gao	Avidin bead fluor	RGS4-Gao reg	Bim-Mcl-1
O=C(CN1C(=O)c2ccccc2S1(=O)=O)NCc1ccco1	-25	x	-5	1	0.2	11	103	100	13	101	7
CCCC(=O)NNC(=O)CCC(=O)NCc1ccccc1	-13	x	22	0	0.0	10	104	105	18	107	0
c1ccc(CCNc2nc3ccccc3n3nnnc23)cc1	0	-21	12	2	0.2	50	99	99	7	98	1
Cc1ccc(C(O)P(=O)(OC2CCCCC2)OC2CCCCC2)cc1 (stereo not given)	-25	-9	-6	1	0.2	38	104	108	56*	94	-1
Cc1c(-c2nc(N)nc(Nc3ccccc3)n2)oc2ccccc12	3	x	-14	3	0.7	22	102	99	14	99	-2
CCN(CC)S(=O)(=O)c1ccc2c(c1)c(=O)c(C(=O)NCc1ccco1)cn2C	-16	8	0	2	-0.1	10	101	u	9	100	0
O=C(NCc1ccco1)c1ccc(CNc2c(N3CCCCC3)c(=O)c2=O)cc1	-17	x	-11	10	2.0	16	100	100	6	101	-2
